TAAR1 ag: agonists of human TAAR1. activation, % at 3 µM. 360,000 compounds, 0.99% hits. CHO RD-HGA16 TAAR1, Fluo-8 calcium fluorescence; vehicle wells 0%, saturating PEA agonist 100%;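 active = activation above the mean activation of all test compounds in the run plus 3 SD, cut at about 38% in these data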
Target sequence (Q96RJ0 whole entry, looked up): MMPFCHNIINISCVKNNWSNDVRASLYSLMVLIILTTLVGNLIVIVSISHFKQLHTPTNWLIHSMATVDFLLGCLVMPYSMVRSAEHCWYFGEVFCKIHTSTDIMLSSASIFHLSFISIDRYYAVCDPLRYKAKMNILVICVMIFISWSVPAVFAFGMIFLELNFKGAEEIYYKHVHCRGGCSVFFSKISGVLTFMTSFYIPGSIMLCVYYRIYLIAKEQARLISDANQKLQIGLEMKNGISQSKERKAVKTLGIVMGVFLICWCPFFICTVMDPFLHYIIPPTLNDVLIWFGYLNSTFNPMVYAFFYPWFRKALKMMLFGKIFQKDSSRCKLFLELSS
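Repeats: no replicates (n 1) | Material: CHO-derived RD-HGA16 cells with stable Gα16 and human TAAR1 | Technique: Kinetic Fluo-8 calcium fluorescence | Schedule: 17-24 h seeding, 75 min 37 °C dye, 30 min RT | Evaluation: % activation from peak over basal fluorescence ratio, DMSO-to-PEA scaled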
M5 ag: CHRM5 agonism in calcium assay | P08912 | 360,000 compounds, 0.19% hits | activation, % at 3 µM | CHO-K1 hM5 cells, Fluo-8 calcium fluorescence; 0% DMSO wells, 100% maximal acetylcholine response;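 active = activation above the run's mean over test compounds plus 3 SD, cut at about 23% in these data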;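 also: signal is peak over basal fluorescence ratio across the kinetic read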
M4 PAM: positive allosteric modulators of human muscarinic M4 receptor. CHO-K1 hM4/Gqi5, Fluo-8 calcium fluorescence, ACh EC20; 0% = ACh EC20, 100% = maximal ACh. activation, % at 3 µM. 360,000 compounds, 0.4% hits. AID 624126;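 active = activation above its plate's cutoff, the mean activation of sample wells plus 3 SD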; also: some results filed as inactive read as strong as hits
Target sequence (P08173 whole entry, looked up): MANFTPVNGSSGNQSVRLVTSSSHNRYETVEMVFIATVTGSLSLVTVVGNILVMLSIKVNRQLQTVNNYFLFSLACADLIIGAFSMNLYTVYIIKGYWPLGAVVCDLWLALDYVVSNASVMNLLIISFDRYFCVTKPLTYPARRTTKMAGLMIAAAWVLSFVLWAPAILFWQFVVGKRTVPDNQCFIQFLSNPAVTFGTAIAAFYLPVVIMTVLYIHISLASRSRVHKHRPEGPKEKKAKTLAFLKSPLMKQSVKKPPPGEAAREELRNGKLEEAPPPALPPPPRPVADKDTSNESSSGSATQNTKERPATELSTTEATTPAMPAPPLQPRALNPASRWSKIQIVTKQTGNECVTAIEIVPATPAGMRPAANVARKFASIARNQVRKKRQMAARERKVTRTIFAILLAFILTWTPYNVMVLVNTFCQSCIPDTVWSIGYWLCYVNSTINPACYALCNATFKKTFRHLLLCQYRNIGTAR
CRFBP-R2 agonist: CRF-BP/CRF-R2 complex agonism; HEK293 CRF-R2/CRF-BP, calcium dye fluorescence (FLIPR); percent of saturating CRF peptide response; activation, % at 13.2 µM; 350,000 compounds, 0.46% hits;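 active = activation of at least 50%, plus an integration ratio under a set limit after plate pattern correction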;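 also: plate controls were neutral control wells without compound for no effect and CRF at EC100 for full effect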
M5 PAM: CHRM5 positive allosteric modulation. P08912. CHO-K1 hM5, Fluo-8 calcium, ACh EC20 PAM; 0% = ACh EC20, 100% = ACh EC100. activation, % at 3 µM. 360,000 compounds, 0.3% hits;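 active = activation above the run cutoff, the mean activation of all test compounds plus 3 SD, cut at about 18% in these data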
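System: CHO-K1 hM5 cells. Reagent: acetylcholine, EC20 level. Compound dosing: single dose, 3 µM nominal final test concentration. Timing: Post-acetylcholine fluorescence recording 140 s. Detection: Fluo-8 calcium fluorescence. Read-out: % activation, ACh-normalized. Benchmarks: ACh EC20 and EC100 wells. Repeats: singlicate, one well per test compound.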
TAAR1 antag: human TAAR1 antagonism; CHO RD-HGA16 TAAR1, Fluo-8 calcium fluorescence, antagonist; inhibition, % at 3 µM; 360,000 compounds, 1.5% hits; AID 624466;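 active = inhibition above a per-plate cutoff, the mean inhibition of test compounds on that plate plus 3 SD, cut at about 49% in these data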;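 also: 0% = DMSO plus EC80 beta-PEA response and 100% = DMSO alone without agonist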
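Test system: CHO RD-HGA16 cells bearing hTAAR1 | Reagent: β-PEA, EC80 | Compound dosing: 3 µM, single point | Schedule: Dye loading 75 min at 37 °C, then 30 min room temperature | Signal: Calcium fluorescence with Fluo-8 | Evaluation: Percent inhibition of PEA-evoked calcium signal, max/basal emission ratio | Control set: DMSO-only wells and EC80 β-PEA-stimulated wells | Repeats: Singlicate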
M5 antag: CHRM5 antagonism in calcium assay; inhibition, % at 3 µM; P08912; CHO-hM5 cells, Fluo-8 calcium fluorescence, ACh EC80; 360,000 compounds, 0.59% hits; AID 624040;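 active = inhibition above a per-plate cutoff, the mean of that plate's test compounds plus 3 SD, cut at about 27% in these data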;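 also: 0% = acetylcholine EC80 with DMSO and 100% = DMSO without agonist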
CRFR2-BP antag: CRF-BP/CRF-R2 complex antagonism. 350,000 compounds, 0.59% hits. HEK293 CRF-R2/CRF-BP, CRF-induced calcium fluorescence. inhibition, % at 11.8 µM;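 active = inhibition of the ligand-induced calcium signal above about 50% at the single tested concentration, limit read from the data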
M1 PAM parental: M1 PAM counterscreen hit in parental CHO-K1 cells. 360,000 compounds, 0.02% hits. activation, % at 3 µM. AID 602247. ATP EC20, Fluo-8 calcium fluorescence; 0% at ATP EC20, 100% at ATP max;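 active = activation above the run cutoff, the mean activation of all test compounds plus 3 SD, cut at about 40% in these data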;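 also: peak over basal fluorescence ratio in a 140 s read after ATP addition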
An asterisk follows results filed as active.

Results for CC(C)CNC(=O)C1(C)CCCN1C(=O)c1ccncc1 (stereo not drawn) ?
TAAR1 ag: 1; M5 ag: -1; M4 PAM: 9; M5 PAM: 1; TAAR1 antag: 13; M5 antag: -4; M1 PAM parental: -3

What do the screens show for `CCOc1ccc(Br)cc1S(=O)(=O)NC1CC(C)(C)NC(C)(C)C1`?
TAAR1 ag: 5; M5 ag: -2; M4 PAM: -2; CRFBP-R2 agonist: 3.8; M5 PAM: 5; TAAR1 antag: -8; M5 antag: 4; CRFR2-BP antag: -2; M1 PAM parental: 8

What do the screens show for `Cc1ccc(C)c(S(=O)(=O)Nc2cc3c4c(c2)CCN4C(=O)CC3)c1`?
TAAR1 ag: 1; M5 ag: 2; M4 PAM: 6; CRFBP-R2 agonist: -3.0; M5 PAM: -3; TAAR1 antag: 1; M5 antag: 5; CRFR2-BP antag: 6; M1 PAM parental: -7

What do the screens show for `NC(=O)CSc1nnc(NC(=O)c2ccc(S(=O)(=O)N3CCCCC3)cc2)s1`?
TAAR1 ag: 0; M5 ag: 5; M4 PAM: 1; CRFBP-R2 agonist: 1.6; M5 PAM: 6; TAAR1 antag: -12; M5 antag: -5; CRFR2-BP antag: 12; M1 PAM parental: -12

How did O=C(CCC(=O)N1CCN(S(=O)(=O)c2ccc(Cl)cc2)CC1)NCc1cccc(C(F)(F)F)c1 do in these assays?
TAAR1 ag: 5; M5 ag: 2; M4 PAM: 4; CRFBP-R2 agonist: 0.3; M5 PAM: -10; TAAR1 antag: 3; M5 antag: 11; CRFR2-BP antag: -14; M1 PAM parental: 0

What do the screens show for `Cc1ncc2c(c1OC(=O)c1ccccc1)COC(C)(C)OC2`?
TAAR1 ag: 23; M5 ag: 0; M4 PAM: 6; CRFBP-R2 agonist: -0.2; M5 PAM: 0; TAAR1 antag: -7; M5 antag: -4; CRFR2-BP antag: -15; M1 PAM parental: 10

How did CC(C(=O)N1CCCC1)N(c1ccc(Cl)cc1)S(C)(=O)=O (stereo not drawn) do in these assays?
TAAR1 ag: -1; M5 ag: -1; M4 PAM: -4; CRFBP-R2 agonist: -3.9; M5 PAM: 0; TAAR1 antag: 9; M5 antag: 4; CRFR2-BP antag: -11; M1 PAM parental: 13

How did CCOC(=O)c1oc2ccc(S(=O)(=O)N3CCC(C)CC3)cc2c1C do in these assays?
M5 ag: -2; M4 PAM: 8; CRFBP-R2 agonist: 0.7; M5 PAM: -4; M5 antag: 15; CRFR2-BP antag: 4; M1 PAM parental: 26

How did O=S(=O)(Nc1ccccc1F)c1ccc2nsnc2c1 do in these assays?
TAAR1 ag: 2; M5 ag: -5; M4 PAM: 0; CRFBP-R2 agonist: 0.8; M5 PAM: -3; TAAR1 antag: 12; M5 antag: 1; CRFR2-BP antag: 12; M1 PAM parental: 9

What do the screens show for `CCNc1nc(NCC)n2c(SCC(=O)Nc3ccc(NC(C)=O)cc3)nnc2n1`?
TAAR1 ag: -1; M5 ag: 1; M4 PAM: 10; CRFBP-R2 agonist: -0.8; M5 PAM: -4; TAAR1 antag: 0; M5 antag: 1; CRFR2-BP antag: 5; M1 PAM parental: 4

Results for O=C(Nc1ccc2oc(-c3ccncc3)nc2c1)c1ccco1 ?
TAAR1 ag: 0; M5 ag: 0; M4 PAM: 7; CRFBP-R2 agonist: 5.0; M5 PAM: 4; TAAR1 antag: -7; M5 antag: 4; CRFR2-BP antag: 4; M1 PAM parental: 2

Results for CCCNC(=O)C1(C)CCCN(Cc2cccs2)C1 (stereo not drawn) ?
TAAR1 ag: 1; M5 ag: 0; M4 PAM: 4; M5 PAM: -3; TAAR1 antag: -10; M5 antag: -4; M1 PAM parental: 6

Results for Cn1cc(Br)c(C(=O)Nc2sc3c(c2C(N)=O)CCC3)n1 ?
TAAR1 ag: 2; M5 ag: -1; M4 PAM: -1; CRFBP-R2 agonist: -5.1; M5 PAM: -6; TAAR1 antag: 15; M5 antag: 12; CRFR2-BP antag: -3; M1 PAM parental: 9

What do the screens show for `CCCCCn1c(C(Cc2ccccc2)NC(C)=O)nc2ccccc21` (stereo not drawn)?
TAAR1 ag: 1; M5 ag: -1; M4 PAM: 0; CRFBP-R2 agonist: 0.8; M5 PAM: -3; TAAR1 antag: -32; M5 antag: -2; CRFR2-BP antag: -43; M1 PAM parental: 12

How did O=C(CCC1CCCCC1)N1CCN(Cc2ccc3c(c2)OCO3)CC1 do in these assays?
TAAR1 ag: 1; M5 ag: -4; M4 PAM: 11; CRFBP-R2 agonist: -1.1; M5 PAM: -4; TAAR1 antag: 2; M5 antag: -9; CRFR2-BP antag: 7; M1 PAM parental: 16

What do the screens show for `CCC1C(=O)NCCN1Cc1nc(-c2ccc(C)s2)oc1C` (stereo not drawn)?
TAAR1 ag: 2; M5 ag: 2; M4 PAM: 14; CRFBP-R2 agonist: 1.4; M5 PAM: 2; TAAR1 antag: -11; M5 antag: 6; CRFR2-BP antag: -16; M1 PAM parental: 23

How did Cc1ccc(C(=O)CSC2=NC(N)=C(C#N)C3(CCCCC3)C2C(N)=O)cc1 (stereo not drawn) do in these assays?
TAAR1 ag: 1; M5 ag: -2; M4 PAM: 3; CRFBP-R2 agonist: -1.9; M5 PAM: -1; TAAR1 antag: 12; M5 antag: -4; CRFR2-BP antag: 25; M1 PAM parental: 5

Results for COc1ccc(-c2nn(-c3ccccc3)cc2/C=C/C(=O)OCC(=O)Nc2cccc(C#N)c2)cc1 ?
TAAR1 ag: 1; M5 ag: -4; M4 PAM: 9; CRFBP-R2 agonist: -0.6; M5 PAM: 4; TAAR1 antag: 5; M5 antag: 3; CRFR2-BP antag: -18; M1 PAM parental: 8

Results for NC(=O)c1c(NC(=O)CSc2nnc(-c3ccco3)n2N)sc2c1CCCC2 ?
TAAR1 ag: 0; M5 ag: 0; M4 PAM: 4; CRFBP-R2 agonist: -2.0; M5 PAM: 1; TAAR1 antag: 10; M5 antag: 2; CRFR2-BP antag: 9; M1 PAM parental: 18

Results for C=COCCn1c(=N)n(CCC)c2ccccc21 ?
TAAR1 ag: 2; M5 ag: -7; M4 PAM: 4; CRFBP-R2 agonist: -0.6; M5 PAM: -1; TAAR1 antag: 13; M5 antag: -6; CRFR2-BP antag: 9; M1 PAM parental: 16

6 compounds from above, arranged by number of heavy atoms, smallest number first:
Results for C=COCCn1c(=N)n(CCC)c2ccccc21 ?
TAAR1 ag: 2; M5 ag: -7; M4 PAM: 4; CRFBP-R2 agonist: -0.6; M5 PAM: -1; TAAR1 antag: 13; M5 antag: -6; CRFR2-BP antag: 9; M1 PAM parental: 16

Results for Cn1cc(Br)c(C(=O)Nc2sc3c(c2C(N)=O)CCC3)n1 ?
TAAR1 ag: 2; M5 ag: -1; M4 PAM: -1; CRFBP-R2 agonist: -5.1; M5 PAM: -6; TAAR1 antag: 15; M5 antag: 12; CRFR2-BP antag: -3; M1 PAM parental: 9

Results for O=C(Nc1ccc2oc(-c3ccncc3)nc2c1)c1ccco1 ?
TAAR1 ag: 0; M5 ag: 0; M4 PAM: 7; CRFBP-R2 agonist: 5.0; M5 PAM: 4; TAAR1 antag: -7; M5 antag: 4; CRFR2-BP antag: 4; M1 PAM parental: 2

How did O=C(CCC1CCCCC1)N1CCN(Cc2ccc3c(c2)OCO3)CC1 do in these assays?
TAAR1 ag: 1; M5 ag: -4; M4 PAM: 11; CRFBP-R2 agonist: -1.1; M5 PAM: -4; TAAR1 antag: 2; M5 antag: -9; CRFR2-BP antag: 7; M1 PAM parental: 16

Results for NC(=O)c1c(NC(=O)CSc2nnc(-c3ccco3)n2N)sc2c1CCCC2 ?
TAAR1 ag: 0; M5 ag: 0; M4 PAM: 4; CRFBP-R2 agonist: -2.0; M5 PAM: 1; TAAR1 antag: 10; M5 antag: 2; CRFR2-BP antag: 9; M1 PAM parental: 18

Results for COc1ccc(-c2nn(-c3ccccc3)cc2/C=C/C(=O)OCC(=O)Nc2cccc(C#N)c2)cc1 ?
TAAR1 ag: 1; M5 ag: -4; M4 PAM: 9; CRFBP-R2 agonist: -0.6; M5 PAM: 4; TAAR1 antag: 5; M5 antag: 3; CRFR2-BP antag: -18; M1 PAM parental: 8

Further results.
How did Cc1cc(NC(=O)c2cc(C(C)C)on2)nn1Cc1ccc(Cl)cc1 do in these assays?
TAAR1 ag: 0; M5 ag: -4; M4 PAM: -3; CRFBP-R2 agonist: 1.4; M5 PAM: -8; TAAR1 antag: -14; M5 antag: -4; CRFR2-BP antag: 14; M1 PAM parental: 2

Results for Cc1cc(C(F)F)nn1CC(=O)NCc1ccccc1F ?
TAAR1 ag: 1; M5 ag: 0; M4 PAM: 11; CRFBP-R2 agonist: -0.1; M5 PAM: -2; TAAR1 antag: -3; M5 antag: 1; CRFR2-BP antag: 17; M1 PAM parental: 5

What do the screens show for `CCOc1ccc(CCNC(=O)C2CC(=O)N(Cc3ccc(OC)cc3)C2)cc1OCC` (stereo not drawn)?
TAAR1 ag: -1; M5 ag: 1; M4 PAM: 4; CRFBP-R2 agonist: 1.5; M5 PAM: -5; TAAR1 antag: -45; M5 antag: -8; CRFR2-BP antag: -4; M1 PAM parental: 19

What do the screens show for `O=c1[nH]c2ccccc2[n+]([O-])c1-c1ccccc1`?
TAAR1 ag: 5; M5 ag: 2; M4 PAM: -3; CRFBP-R2 agonist: 0.4; M5 PAM: 5; TAAR1 antag: -5; M5 antag: 4; CRFR2-BP antag: -1; M1 PAM parental: 21

Results for CCOc1ccc(N2CC(C(=O)Nc3cc(S(=O)(=O)N4CCCCC4)ccc3C)CC2=O)cc1 (stereo not drawn) ?
TAAR1 ag: 3; M5 ag: -1; M4 PAM: 6; CRFBP-R2 agonist: 2.1; M5 PAM: 2; TAAR1 antag: 2; M5 antag: -1; CRFR2-BP antag: 0; M1 PAM parental: -13

What do the screens show for `O=C(CSCCO)N1CCc2ccccc21`?
TAAR1 ag: 17; M5 ag: -7; M4 PAM: -2; CRFBP-R2 agonist: 0.7; M5 PAM: 11; TAAR1 antag: -22; M5 antag: -2; CRFR2-BP antag: -22; M1 PAM parental: 8

How did CC(CNC(=O)C(C)C)NC(=O)C(C)C (stereo not drawn) do in these assays?
TAAR1 ag: 5; M5 ag: 1; M4 PAM: 3; CRFBP-R2 agonist: -1.4; M5 PAM: 3; TAAR1 antag: 2; M5 antag: 0; CRFR2-BP antag: 0; M1 PAM parental: 19

Bioassay records deposited in PubChem by several laboratories.

Rows are unselected; 4.2% or so of the library scored in one or more.
